High-throughput results (PubChem)
N-glyco inh: blocks N-linked glycosylation in D54 reporter cells | D54 ERlucT glycosylation luciferase reporter, 24 h; percent of 100 nM tunicamycin response | reporter increase, % at 12.5 µM | actives 0.23% (n = 360,000) | AID 588692;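 active means mean luciferase reporter signal, scaled so untreated is 0 and the glycosylation-blocking control 100, at or above a set limit in every replicate; inconclusive means mean reaches the limit but not every replicate does; inactive means mean below the limit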;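 further: luciferase carries N-glycosylation sites so blocking glycosylation raises the light; 0% = median of neutral control wells and 100% = median of 100 nM tunicamycin wells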
CaV13 ICDI inh: Disruptors of the CACNA1D IQ motif to Ca2+-dependent inactivation inhibitor domain association, primary screening, Förster resonance energy transfer in intact living …; HEK cells, CFP/YFP FRET ICDI-IQ, plate reader, 10 min; percent FRET-ratio fall versus neutral wells; inhibition, % at 12.3 µM; actives 0.098% (n = 340,000);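 active means mean replicate inhibition of at least 30% and at least 1% of replicates passing that level; inconclusive means only one of the two criteria is met; inactive means neither criterion is met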;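 further: 0% = median of the neutral control wells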
aDG glyco act: alpha-DG glycosylation activation. Pro5-aDG cells, alpha-DG glycosylation AlphaScreen (IIH6); 0% Pro5, 100% B10-LARGE cell signal. activation, % at 10 µM. actives 0.22% (n = 360,000);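 active means activation of at least 8% versus controls, or a plate z-score of at least 8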;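 further: Pro5 are CHO cells carrying HIG-tagged alpha-DG that lacks glycosylation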
Vif imaging: inhibitors of HIV Vif; inhibition, % at 7.49 µM; HEK293T cells, Vif self-association by quenched fluorescence, imaging, 24 h; actives 0.35% (n = 340,000); AID 602346; in the data active means inhibition above about 50%, passing the limit was not always enough; inconclusive means no clear call, values can overlap the other calls; inactive means below about 31%; further: some results filed as inactive read as strong as hits
H9c2 protect: myocardial damage modulation in H9c2 cells. protection from H2O2 cell death, % at 20 µM. H9c2 cardiomyocytes, H2O2 injury protection, ATPLite, 2 h. AID 588492. actives 0.63% (n = 360,000);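 active means compounds giving at least 50% protection of heart cells from peroxide-induced death in the single-dose screen, raw or plate-pattern-corrected value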;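 further: 0% = DMSO wells with peroxide and 100% = DMSO wells without peroxide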
iPSC survival up: increases survival of single human iPS cells; hiPSC single-cell survival, ATPlite luminescence; 100% = ROCK inhibitor wells, 0% = DMSO; survival enhancement, % at 20 µM; actives 0.044% (n = 360,000); in the data active means survival enhancement above about 18%;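 further: cells exposed to compounds for 16 hours before the ATP read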
Exocytosis inh: lytic granule exocytosis inhibition. actives 0.66% (n = 360,000). TALL-104 LAMP-1 surface exposure, flow cytometry; cells stimulated with thapsigargin and PMA. AID 651702. inhibition, % at 10 µM;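 active means inhibition above about 55%, limit read from the data; inconclusive means no clear call, values can overlap the other calls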
m5-HT2A agonist: mouse HTR2A agonism via beta-arrestin recruitment; P35363; CHO-K1 mHTR2A beta-arrestin complementation, luminescence; percent of 30 µM serotonin response; activation, % at 7.6 µM; actives 0.66% (n = 360,000); AID 624169;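 active means activation above a run cutoff, the mean activation of all tested compounds plus 3 SD, cut at about 14% in these data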;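 further: 0% = plate median of compound wells and 100% = 30 µM serotonin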
PDI inh: PDI (human) enzyme inhibition. PDI insulin aggregation turbidity, A650, 90 min. inhibition, % at 10 µM. actives 0.052% (n = 350,000);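 active means mean inhibition across replicates of 30% or more, whatever share of single replicates reach that level; inconclusive means mean inhibition below 30% while every single replicate reaches 30%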;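 further: absorbance from insulin aggregation driven by PDI reduction with DTT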
ABCB6 inh 2: blocks the human ABCB6 transporter. fluorescence ratio to DMSO, % at 10 µM. Q9NP58. K562-ABCB6 porphyrin accumulation, flow cytometry, 1 h; active compounds read low. actives 0.19% (n = 360,000);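 active means fluorescence ratio to DMSO below 75%, the collection mean minus 3 SD; inconclusive means too few cells collected in the well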;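 further: signal is porphyrin accumulated inside mitochondria; 100% equals median channel fluorescence of DMSO control wells; lower ratio means ABCB6 inhibition with less porphyrin fluorescence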
Target sequence (Q9NP58 whole entry, looked up): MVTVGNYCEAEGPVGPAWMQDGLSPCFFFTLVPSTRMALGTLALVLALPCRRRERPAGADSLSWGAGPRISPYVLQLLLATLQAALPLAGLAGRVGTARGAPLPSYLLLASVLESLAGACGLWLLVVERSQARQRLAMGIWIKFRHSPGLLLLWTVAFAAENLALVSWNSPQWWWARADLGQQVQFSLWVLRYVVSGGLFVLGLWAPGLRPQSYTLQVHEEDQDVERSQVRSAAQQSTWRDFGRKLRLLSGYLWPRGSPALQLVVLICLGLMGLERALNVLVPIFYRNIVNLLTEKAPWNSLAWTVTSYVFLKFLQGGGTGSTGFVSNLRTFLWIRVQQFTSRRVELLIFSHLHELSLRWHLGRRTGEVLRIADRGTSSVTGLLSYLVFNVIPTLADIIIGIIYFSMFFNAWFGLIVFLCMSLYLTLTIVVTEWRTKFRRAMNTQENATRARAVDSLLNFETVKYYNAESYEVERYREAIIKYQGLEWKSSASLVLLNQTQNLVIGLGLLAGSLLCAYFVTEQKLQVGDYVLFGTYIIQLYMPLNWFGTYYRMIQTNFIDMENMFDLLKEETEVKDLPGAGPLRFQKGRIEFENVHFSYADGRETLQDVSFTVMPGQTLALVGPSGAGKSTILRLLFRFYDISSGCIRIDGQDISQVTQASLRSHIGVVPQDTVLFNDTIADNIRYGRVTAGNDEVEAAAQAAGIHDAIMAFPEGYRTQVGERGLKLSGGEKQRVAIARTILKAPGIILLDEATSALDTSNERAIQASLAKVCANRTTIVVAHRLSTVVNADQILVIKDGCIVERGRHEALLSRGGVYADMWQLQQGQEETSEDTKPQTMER
The depositor's hits bear a star; i = inactive; ? = inconclusive; nt = no result given.

Molecule | iPSC survival up | H9c2 protect | PDI inh | aDG glyco act | m5-HT2A agonist | CaV13 ICDI inh | N-glyco inh | ABCB6 inh 2 | Vif imaging | Exocytosis inh
COc1cccc(NC(=O)Cn2nnc(C(=O)NCc3ccc4c(c3)OCO4)c2N)c1 | -0.4 | -7 | -13 | -0.1 | 1 | -16 | -3 | 100 | 2 | -3
COc1ccccc1NS(=O)(=O)c1ccc(C(=O)N2CCCCCCC2)cc1 | -0.5 | -7 | 3 | 0.2 | 10 | -6 | -1 | 93 | -1 | -9
CCCCN(C)C(=O)c1nc2ccccn2c1CNCCCn1ncc2ccccc21 | 0.0 | -6 | 6 | 0.0 | -7 | 6 | -1 | 94 | 0 | -4
Cc1ccc(-n2nc3ccc(N)cc3n2)cc1 | -5.4 | -22 | -3 | 3.6 | 1 | nt | -13 | 92 | -2 | 6
CC[C@@]1(C(=O)OC)N[C@H](CN(C)S(=O)(=O)c2ccc(C(C)(C)C)cc2)[C@@H]2C(=O)N(C)C(=O)[C@@H]21 | -3.6 | 1 | -8 | 1.0 | -5 | -3 | -2 | 100 | -8 | -2
CCc1cccc(N(C(=O)c2csnn2)C(C(=O)NC2CCCCC2)c2ccncc2)c1 (centres undefined) | -0.4 | -1 | -3 | 0.1 | -2 | -3 | 0 | 94 | ? | -5
Cc1ccc(S(=O)(=O)N[C@@H](Cc2ccccc2)C(=O)N2CCC(C(=O)N[C@@H](CCC(N)=O)C(=O)O)CC2)cc1 | 0.8 | 0 | 13 | 0.1 | 5 | -6 | 1 | 91 | 59* | 9
COc1ccccc1OCCCC(=O)NCc1ccco1 | 0.0 | -2 | -4 | -0.1 | -3 | -7 | 0 | 105 | 59* | -6
O=C(Nc1ccc(F)cc1F)C1CCCN(c2ncnc3c2nc2n3CCCCC2)C1 (centres undefined) | 0.0 | 0 | -5 | 0.2 | 0 | nt | 0 | 104 | -5 | -2
CN(C)c1nc(C(=O)OCCO)nc(N(C)C)n1 | -0.5 | -1 | 3 | 0.0 | 0 | -4 | 2 | 94 | 9 | -6
COCCn1cc(C(=O)NCCN(C)C)c2c3ccccc3n(C)c2c1=O | -0.9 | 7 | -1 | 0.1 | 5 | -4 | 0 | 104 | nt | -5
Cc1ccc(NC(=O)c2ccsc2)cc1NS(C)(=O)=O | -0.5 | -1 | 5 | -0.2 | 3 | nt | 0 | 96 | -13 | -4
Cc1ccc(OCC(=O)Nc2ccncc2)c(C)c1 | -0.1 | -20 | -5 | 0.3 | 4 | -4 | 1 | 92 | -8 | -5
COC(=O)C(C(=O)OC)=C(/C=C/N(C)C)N(C)C | -2.5 | 7 | 0 | 0.0 | 3 | -4 | 1 | 98 | 17 | -1
O=C(NCc1ccco1)C1CCN(C(=O)c2ccc(Cl)cc2)CC1 | -0.3 | -3 | 20 | 0.0 | 5 | -6 | 2 | 98 | -4 | 21
CCCCNC(=O)C1C(c2ccc(C(F)(F)F)cc2)=Nc2ccccc2N1C(C)=O (centres undefined) | nt | nt | nt | 0.5 | -3 | -16 | nt | nt | nt | -9
Nc1nnnn1/N=C/C=C/c1ccccc1 | -0.4 | -4 | 12 | -0.1 | 2 | nt | -1 | 87 | nt | -2
CCOC(=O)c1ccc(NC(=O)CSc2nc(=O)n3cccc(C)c3n2)cc1 | -0.5 | -8 | -4 | 0.5 | 4 | -6 | -1 | 97 | 2 | 3
CCCNC(=O)C1(CC2CC(c3ccccc3)=NO2)CCN(C(=O)Cc2ccc(F)cc2)CC1 (centres undefined) | 0.7 | -2 | 1 | 0.1 | 6 | -6 | 0 | 98 | -1 | -5
COc1ccc(Br)cc1CNC(=O)C1CCCN(c2nc3ccccc3o2)C1 (centres undefined) | -0.8 | 3 | 3 | 0.0 | 3 | -7 | -2 | 101 | nt | 3
O=C(OCC(O)COC(=O)c1cccnc1)c1cccnc1 | 0.3 | -1 | 2 | 0.0 | 8 | -5 | 0 | i | 13 | 4
COc1cccc2cc(C(=O)NCc3ccco3)c(=Nc3ccc(C(=O)O)cc3)oc12 | -1.6 | 0 | -1 | 0.1 | -3 | -7 | -2 | 100 | 3 | 2
Cc1cc(/C=C2/NC(=O)NC2=O)c(C)n1-c1ccccn1 | -1.4 | -2 | 8 | -0.1 | 1 | -4 | -4 | 93 | 4 | -1
O=C(CNCc1ccccc1)NCCCN1CCCC1=O | 0.9 | 2 | -5 | 0.0 | 1 | -4 | 1 | 95 | -8 | 24
COc1ccc(N(C(=O)CCl)C(C)(C(=O)Nc2c(C)cccc2C)c2ccccn2)cc1 (centres undefined) | -1.3 | 1 | 3 | -0.1 | 2 | nt | 3 | 102 | 5 | 1
CCc1nnc(NC(=O)CSc2nnc(-c3ccccc3NC(=O)c3ccccc3)o2)s1 | 1.2 | 14 | -21 | 0.1 | 2 | -6 | -1 | 102 | -5 | -3
O=C(Nc1cccc(C(=O)N2CCCCC2)c1)c1ccc(Cl)cc1 | -0.4 | -3 | 2 | 0.1 | -7 | -7 | 0 | 96 | -8 | 20
Cc1ccc(S(=O)(=O)c2nc(NN(C)C)sc2Cl)cc1 | -0.7 | -8 | -4 | 0.3 | 3 | -7 | -1 | 105 | -7 | -1
COc1ccc(C(=O)C(CCC(CNC(C)(C)C)C(=O)c2ccc(OC)cc2)CNC(C)(C)C)cc1 (centres undefined) | -2.9 | 15 | 4 | -0.5 | -1 | -9 | -16 | 89 | 19 | 45
Cc1nc2ncnn2c(C)c1CCC(=O)NCCC1=CCCCC1 | 0.5 | -1 | 14 | 0.0 | 1 | -3 | -1 | 103 | 18 | 2
COCCNC(=O)c1ccc(N2CC3CC(C2)c2cccc(=O)n2C3)c(NC(=O)c2ccc(C(C)(C)C)cc2)c1 (centres undefined) | 2.1 | 8 | 4 | -0.6 | -5 | -11 | -1 | 98 | nt | -7
CCOc1ccc(NC(=O)NC(=O)N(C)S(=O)(=O)c2ccc(C)cc2)cc1 | -0.6 | -12 | -9 | 0.1 | 3 | -1 | 1 | 101 | -3 | 0
COc1ccc(C(C)=O)cc1COC(=O)c1cc(C)oc1C | 3.7 | 34 | -6 | 0.1 | -1 | 0 | 0 | 99 | 14 | -3
CCc1ccc(OCC(=O)NNC(=O)CSc2ncnc3sc(C)c(C)c23)cc1 | 0.1 | -5 | 10 | -0.3 | -5 | -5 | 5 | 98 | 2 | -6
C/C(=N\NC(=O)c1cccc(S(=O)(=O)Nc2ccccc2Cl)c1)c1ccco1 | 4.0 | 11 | -17 | -0.2 | -2 | -4 | 2 | 99 | -7 | 2
CCNCc1cc2cc(C)ccc2[nH]c1=O | 0.8 | 10 | -8 | 0.2 | 0 | -8 | 3 | 104 | -1 | 3
CCn1c(C)cc(/C=C2\NC(=O)N(Cc3ccccc3)C2=O)c1C | -2.2 | -12 | 5 | -0.3 | 9 | -5 | nt | 124 | nt | -4
O=C(COC(=O)CN1C(=O)c2ccccc2C1=O)Nc1ccc(S(=O)(=O)N2CCCC2)cc1 | -2.4 | 12 | 4 | -0.1 | -2 | -4 | 0 | 99 | 9 | 4
O=[N+]([O-])c1cccnc1SCc1ccccc1 | 1.3 | -1 | 0 | -0.1 | 1 | -20 | -3 | 98 | 2 | -4
COc1cc(CN2CCCC(C(=O)c3ccc(SC)cc3)C2)cc(Cl)c1O (centres undefined) | 0.1 | -5 | -1 | 0.0 | -2 | -21 | -1 | 96 | 1 | 11
Cc1ccc(S(=O)(=O)N2CCCOC2CNC(=O)C(=O)NCc2ccccc2C)cc1 (centres undefined) | 0.6 | -3 | 0 | -0.2 | -2 | -5 | 1 | 101 | -9 | -2
C=C1C(=O)[C@]23C[C@H]1CC[C@H]2[C@]1(C)[C@@H](O)CC[C@@](C)(C(=O)O)[C@H]1C[C@@H]3O | 0.7 | -2 | nt | 0.4 | 4 | -7 | -3 | 105 | 13 | 0
Cc1ccc2c(C)c(C(=O)N3CCN(c4ncccn4)CC3)oc2c1C | -0.3 | 8 | 3 | -0.4 | 5 | -10 | 0 | 90 | 2 | -3
COc1ccc(Nc2nc(C(=O)NCc3ccco3)cs2)cc1 | -0.5 | -5 | 0 | 0.1 | -2 | -5 | -2 | 92 | -3 | 0
O=C(/C=C/c1ccc(Cl)c(Cl)c1)NCc1ccco1 | 4.0 | 3 | -7 | 0.5 | -2 | -5 | 3 | 88 | -18 | -2
COc1cc2oc(=O)cc(-c3cccc(-c4cccc(C)c4)c3)c2c(OC)c1OC | -2.6 | -15 | 2 | 0.2 | -1 | -7 | -2 | 97 | 0 | -3
CC1(C)Cc2c(cnn2-c2ccc(F)cc2)C(NC(=O)c2ccco2)C1 (centres undefined) | -0.4 | 2 | 0 | 0.0 | 2 | -3 | 1 | 97 | -5 | -2
CCOc1ccc(NC(=O)Nc2cc(C(C)C)c(O)cc2C)cc1 | 0.0 | -3 | -1 | 0.0 | -4 | -7 | 2 | 93 | -2 | -7
O=C(CCN=C1NS(=O)(=O)c2ccccc21)OCC(=O)c1ccccc1Cl | -0.5 | 6 | -11 | -0.2 | 7 | -6 | 2 | 98 | 12 | 3
CCOC(=O)c1c(CN(CC)CC)n(-c2ccccc2)c2ccc(O)cc12 | -0.2 | 8 | 14 | -0.1 | -3 | -22 | 5 | 112 | -7 | 15
O=C1[C@H]2CC3CCC2(O3)[C@@H]2OCCCN12 (some centres undefined) | 2.2 | 7 | 0 | -0.2 | 9 | -6 | 3 | 98 | 0 | -3
CCc1ccccc1NC(=O)C(Cc1cccc(OC)c1OC)c1nn[nH]n1 (centres undefined) | 3.3 | 1 | 1 | -0.2 | 2 | -6 | -1 | 97 | -3 | 1
Cc1ccc(NC(=O)c2ccc(N3CCCC3=O)cc2)cc1S(=O)(=O)N1CCCCC1 | 1.0 | -4 | 8 | -0.1 | 0 | -2 | 1 | 97 | -12 | 0

Molecules listed so far that have a Cl atom:
Molecule | iPSC survival up | H9c2 protect | PDI inh | aDG glyco act | m5-HT2A agonist | CaV13 ICDI inh | N-glyco inh | ABCB6 inh 2 | Vif imaging | Exocytosis inh
O=C(NCc1ccco1)C1CCN(C(=O)c2ccc(Cl)cc2)CC1 | -0.3 | -3 | 20 | 0.0 | 5 | -6 | 2 | 98 | -4 | 21
COc1ccc(N(C(=O)CCl)C(C)(C(=O)Nc2c(C)cccc2C)c2ccccn2)cc1 (centres undefined) | -1.3 | 1 | 3 | -0.1 | 2 | nt | 3 | 102 | 5 | 1
O=C(Nc1cccc(C(=O)N2CCCCC2)c1)c1ccc(Cl)cc1 | -0.4 | -3 | 2 | 0.1 | -7 | -7 | 0 | 96 | -8 | 20
Cc1ccc(S(=O)(=O)c2nc(NN(C)C)sc2Cl)cc1 | -0.7 | -8 | -4 | 0.3 | 3 | -7 | -1 | 105 | -7 | -1
C/C(=N\NC(=O)c1cccc(S(=O)(=O)Nc2ccccc2Cl)c1)c1ccco1 | 4.0 | 11 | -17 | -0.2 | -2 | -4 | 2 | 99 | -7 | 2
COc1cc(CN2CCCC(C(=O)c3ccc(SC)cc3)C2)cc(Cl)c1O (centres undefined) | 0.1 | -5 | -1 | 0.0 | -2 | -21 | -1 | 96 | 1 | 11
O=C(/C=C/c1ccc(Cl)c(Cl)c1)NCc1ccco1 | 4.0 | 3 | -7 | 0.5 | -2 | -5 | 3 | 88 | -18 | -2
O=C(CCN=C1NS(=O)(=O)c2ccccc21)OCC(=O)c1ccccc1Cl | -0.5 | 6 | -11 | -0.2 | 7 | -6 | 2 | 98 | 12 | 3
